CHRM5 PAM: human M5 muscarinic receptor positive allosteric modulators, primary screen, CHO-K1 cells, Fluo-8 calcium fluorescence | activation, % at 3 µM | actives 0.3% (n = 360,000) | CHO-K1 hM5, ACh EC20 PAM; 0% = ACh EC20, 100% = ACh EC100 | Muscarinic acetylcholine receptor M5 (Homo sapiens), P08912;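 active = activation above the run cutoff, the mean activation of all test compounds plus 3 SD, cut at about 18% in these data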
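Replicates: One well per compound, no replicates | System: Human M5 receptor in CHO-K1 cells | Benchmarks: Low control EC20 acetylcholine (0%), high control EC100 acetylcholine (100%) | Probe or stimulus: Acetylcholine, EC20 level | Times: Fluo-8 loading 80 min at 37 °C plus 30 min room temperature | Signal: Intracellular calcium via Fluo-8 fluorescence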
CHRM4 PAM: human M4 muscarinic receptor positive allosteric modulators, primary screen, CHO-K1 cells, Fluo-8 calcium fluorescence; Muscarinic acetylcholine receptor M4 (Homo sapiens), P08173; CHO-K1 hM4/Gqi5, ACh EC20; 0% = ACh EC20, 100% = maximal ACh; activation, % at 3 µM; actives 0.4% (n = 360,000); AID 624126, 2012;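 active = activation above its plate's cutoff, the mean activation of sample wells plus 3 SD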; note: some results filed as inactive read as strong as hits
Target sequence (P08173 whole entry, looked up): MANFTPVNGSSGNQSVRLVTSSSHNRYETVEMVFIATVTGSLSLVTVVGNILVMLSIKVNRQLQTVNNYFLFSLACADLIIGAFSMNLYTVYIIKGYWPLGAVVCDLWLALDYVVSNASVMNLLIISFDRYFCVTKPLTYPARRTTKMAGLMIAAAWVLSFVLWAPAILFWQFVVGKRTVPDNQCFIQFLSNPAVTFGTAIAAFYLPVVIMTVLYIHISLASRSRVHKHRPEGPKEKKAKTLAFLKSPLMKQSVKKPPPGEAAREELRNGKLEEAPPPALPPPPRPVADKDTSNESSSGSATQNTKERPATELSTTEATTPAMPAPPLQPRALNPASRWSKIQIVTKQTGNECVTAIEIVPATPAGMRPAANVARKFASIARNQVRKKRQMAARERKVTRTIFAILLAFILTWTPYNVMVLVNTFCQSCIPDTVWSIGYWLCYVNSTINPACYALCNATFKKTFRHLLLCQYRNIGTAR
TAAR1 antagonist: human TAAR1 antagonists, primary screen, Fluo-8 calcium fluorescence, CHO RD-HGA16 cells | Trace amine-associated receptor 1 (Homo sapiens), Q96RJ0 | antagonist | inhibition, % at 3 µM | actives 1.5% (n = 360,000);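 active = inhibition above a per-plate cutoff, the mean inhibition of test compounds on that plate plus 3 SD, cut at about 49% in these data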;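 note: 0% = DMSO plus EC80 beta-PEA response and 100% = DMSO alone without agonist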
Target sequence (Q96RJ0 whole entry, looked up): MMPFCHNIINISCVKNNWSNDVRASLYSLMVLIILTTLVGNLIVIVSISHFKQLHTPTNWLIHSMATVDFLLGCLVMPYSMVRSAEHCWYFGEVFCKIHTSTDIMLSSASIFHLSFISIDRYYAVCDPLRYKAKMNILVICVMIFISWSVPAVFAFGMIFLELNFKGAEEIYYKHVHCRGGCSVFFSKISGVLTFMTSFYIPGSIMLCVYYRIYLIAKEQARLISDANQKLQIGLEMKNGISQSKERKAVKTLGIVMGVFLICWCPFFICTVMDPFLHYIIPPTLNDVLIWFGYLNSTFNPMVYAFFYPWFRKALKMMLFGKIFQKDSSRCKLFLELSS
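Test system – hTAAR1-expressing CHO RD-HGA16 cells, Gα16-coupled · Reagent – β-PEA at EC80 concentration, post-compound challenge · Compound dosing – 3 µM, single point · Timing – 140 s kinetic read after compound, 140 s after agonist · Detection – Fluo-8 intracellular calcium dye fluorescence, real-time kinetic reads · Control set – DMSO and EC80 PEA controls · Repeats – n of 1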
CRFBP-R2 agonist: agonists of CRF-BP/CRF-R2 complex, primary screen, cell-based, HEK293, calcium dye fluorescence, uHTS | AID 588473, 2011 | CRF-binding protein / CRF receptor 2 complex (human) | calcium dye fluorescence (FLIPR); percent of saturating CRF peptide response | activation, % at 13.2 µM | actives 0.46% (n = 350,000);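 active = activation of at least 50%, plus an integration ratio under a set limit after plate pattern correction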;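 note: plate controls were neutral control wells without compound for no effect and CRF at EC100 for full effect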
M5 antag: human M5 muscarinic receptor antagonists, primary screen, CHO cells, Fluo-8 calcium fluorescence; actives 0.59% (n = 360,000); inhibition, % at 3 µM; Muscarinic acetylcholine receptor M5 (Homo sapiens), P08912; CHO-hM5 cells, ACh EC80; AID 624040, 2012;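 active = inhibition above a per-plate cutoff, the mean of that plate's test compounds plus 3 SD, cut at about 27% in these data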;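 note: 0% = acetylcholine EC80 with DMSO and 100% = DMSO without agonist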
TAAR1 ag: human TAAR1 agonists, primary screen, Fluo-8 calcium fluorescence, CHO RD-HGA16 cells; Trace amine-associated receptor 1 (Homo sapiens), Q96RJ0; vehicle wells 0%, saturating PEA agonist 100%; activation, % at 3 µM; actives 0.99% (n = 360,000);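 active = activation above the mean activation of all test compounds in the run plus 3 SD, cut at about 38% in these data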
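Test system: RD-HGA16 (CHO) cells co-expressing Gα16 and hTAAR1 | Doses: Single dose, 3 µM | Schedule: 17-24 h seeding, 75 min 37 °C dye, 30 min RT | Evaluation: % activation from peak over basal fluorescence ratio, DMSO-to-PEA scaled | Technique: Kinetic Fluo-8 calcium fluorescence | Benchmarks: Low control DMSO, high control PEA (EC100)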
M5 ag: human M5 muscarinic receptor agonists, primary screen, CHO-K1 cells, Fluo-8 calcium fluorescence; Muscarinic acetylcholine receptor M5 (Homo sapiens), P08912; CHO-K1 hM5 cells; 0% DMSO wells, 100% maximal acetylcholine response; activation, % at 3 µM; actives 0.19% (n = 360,000); AID 624037, 2012;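 active = activation above the run's mean over test compounds plus 3 SD, cut at about 23% in these data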;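 note: signal is peak over basal fluorescence ratio across the kinetic read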
CRFR2-BP antag: antagonists of CRF-BP/CRF-R2 complex, primary screen, cell-based, HEK293, calcium dye fluorescence, uHTS. CRF-induced calcium fluorescence. actives 0.59% (n = 350,000). inhibition, % at 11.8 µM. AID 588475, 2011;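 active = inhibition of the ligand-induced calcium signal above about 50% at the single tested concentration, limit read from the data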
CHO-K1 Ca PAM: nonselective calcium activators in parental CHO-K1 cells, primary screen, counter-screen for M1 PAM project, cell-based, Fluo-8 calcium fluorescence, full deck, 1536-well; activation, % at 3 µM; actives 0.02% (n = 360,000); ATP EC20; 0% at ATP EC20, 100% at ATP max;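 active = activation above the run cutoff, the mean activation of all test compounds plus 3 SD, cut at about 40% in these data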;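 note: peak over basal fluorescence ratio in a 140 s read after ATP addition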
* = called active by the depositor. Not a hit list. Share with any hit: about 4.2%.

SMILES	CHRM5 PAM	CHRM4 PAM	TAAR1 antagonist	CRFBP-R2 agonist	M5 antag	TAAR1 ag	M5 ag	CRFR2-BP antag	CHO-K1 Ca PAM
CCCCN(C(=O)C1CCC1)c1c(N)n(CC(C)C)c(=O)[nH]c1=O	-1	5	-20	0.1	7	1	-2	8	17
CC(=O)c1ccccc1C(=O)N1CCCC(CNC(=O)c2ccc(F)cc2)C1 (stereo not drawn)	1	-6	-6	0.8	-2	0	0	-2	10
COc1ccc(CNC(=O)Cn2cnc3c(SC)nc(N)nc32)cc1	-5	-3	13	1.3	7	4	4	-4	17
O=C(OCC(=O)N(c1ccccc1)C1CCCCC1)c1ccc(CO)cc1	-1	-3	21	-0.3	3	4	5	-11	5
CCC1CCCCN1S(=O)(=O)c1ccc(NC(=O)c2ccncc2)cc1 (stereo not drawn)	-25	-11	18	-0.3	19	12	8	1	-14
CC(=O)N1CCc2cc([N+](=O)[O-])ccc21	14	3	-1	2.9	2	0	-2	-5	3
COc1cccc(NC(=O)CSc2nncn2-c2ccccn2)c1	2	17	10	1.0	-3	7	-1	-23	-8
Cc1nnc(SCC(=O)N2CCCC2)n1-c1ccc(F)cc1	-22	-39	-16	-1.8	20	0	-1	4	1
CCn1c(SCC(=O)Nc2cc(Cl)ccc2OC)nnc1C1CC1	2	0	2	-0.6	4	3	-1	4	19
O=C(Cc1ccc(Cl)c(Cl)c1)N1CCOCC1	0	-6	-3	-0.9	10	1	-2	16	3
CS(=O)(=O)N(CC(=O)N1CCN(Cc2ccc3c(c2)OCO3)CC1)c1ccc2c(c1)OCO2	-4	-3	-2	1.2	2	3	3	-20	-10
COc1cccc(-n2c(SCC(N)=O)nc3c([nH]c4ccccc43)c2=O)c1	0	7	9	2.4	4	11	-4	-61	1
CCOc1ccc(C(=O)NC2CC(=O)N(c3ccc4c(c3)OCCO4)C2)cc1 (stereo not drawn)	4	3	-8	0.3	1	-1	-1	5	11
Cc1cccc(-n2nc(C)cc2N)c1	7	-3	-5	-3.9	2	2	1	-16	3
O=C(Nc1ccc(F)cc1F)c1ccc(S(=O)(=O)NCc2ccco2)cc1	0	-4	-1	0.2	6	4	0	1	2
CN(c1ccccc1)S(=O)(=O)c1cc(C(=O)OCC(N)=O)ccc1Cl	5	4	-10	-0.3	-1	3	-1	-9	3
CCc1ccccc1Nc1nc2ccccc2n1C	8	-4	10	-1.7	-8	1	-8	-8	22
CCc1ccc(NC(=O)CCC(=O)c2ccc(C)cc2)cc1	0	-1	-25	-1.1	4	-3	-10	6	13
Cc1cccc(C)c1NC(=S)N=Nc1c(O)n(C)c2ccc(S(=O)(=O)N3CCOCC3)cc12	5	-1	-2	-1.1	-8	1	-2	-7	21
Cc1cc(C2C(C#N)=C(N)Oc3n[nH]c(C)c32)c(C)s1 (stereo not drawn)	10	20	9	-0.1	-9	11	2	-4	15
O=C(COC(=O)c1ccccc1NS(=O)(=O)c1cccs1)NCC12CC3CC(CC(C3)C1)C2	-2	-14	-3	0.4	-4	0	-1	0	-7
CC(=O)c1ccc(OCc2cc(C(=O)N3CCC(Oc4ccccc4C)CC3)no2)cc1	-10	-9	27	0.2	7	3	-2	8	-15
O=C(CC(C(=O)O)C1CCCO1)Nc1cccc(C(F)(F)F)c1 (stereo not drawn)	-3	4	-17	3.1	7	3	-1	-15	-1
O=C(Nc1ccc(Oc2cccnc2)cc1)C1CCCCN1Cc1ccc(CO)o1 (stereo not drawn)	-7	2	-30	0.9	22	1	-6	3	-20
COc1ccc(-n2nc3c(c2NC(=O)c2ccc(S(=O)(=O)N4CCOCC4)cc2)CS(=O)C3)cc1 (stereo not drawn)	6	-8	12	-0.3	-3	0	1	3	10

The list goes on.
SMILES	CHRM5 PAM	CHRM4 PAM	TAAR1 antagonist	CRFBP-R2 agonist	M5 antag	TAAR1 ag	M5 ag	CRFR2-BP antag	CHO-K1 Ca PAM
CCOC(=O)C1=C(C)N(C[C@@H]2CC[C@@H](Cc3ccc(-c4ccccc4)cc3)O2)C(=O)NC1c1ccc(Cl)cc1 (stereo partly drawn)	6	-3	-25	-1.0	-6	-1	-1	-4	23
CCC(C(=O)NC1CCCC1)n1nc(C)n2c(cc3occc32)c1=O (stereo not drawn)	1	1	-8	0.5	6	-2	-3	0	6
O=C(NCCc1ccccc1)c1ccc(NC(=O)C2CCC2)cc1	2	0	17	-2.6	-6	5	-1	-11	7
Nc1cc(S(=O)(=O)Nc2cc(Cl)ccc2Cl)ccc1N1CCCC1	-1	5	-9	0.6	-1	0	-6	16	-13
COc1cccc(Nc2nc3ccccc3nc2-n2nc(C)cc2C)c1	-1	6	-9	5.8	6	1	1	-15	22
Cc1cccc(Oc2ccccc2NS(=O)(=O)c2ccc(CCC(=O)O)cc2)c1	4	8	12	0.0	11	2	6	8	-5
CN(Cc1ccco1)S(=O)(=O)c1ccc2c(c1)CCN2C(=O)CCC(=O)O	-5	0	-4	-2.5	10	6	-2	15	16
COc1ccccc1N1C(=O)C2C(c3ccccc3F)NN(C(=O)c3ccc(C)cc3)C2C1=O (stereo not drawn)	1	-4	-7	0.1	4	1	4	10	1
O=C(Nc1ccc(Cl)cc1C(=O)Nc1ccccn1)c1ccco1	2	-2	20	-0.4	-5	7	-3	-2	14
O=C1OC[C@@H]2CCCN2C(=O)[C@@H](CC(=O)N(CCO)Cc2ccccc2)C/C=C\C[C@H]1Cc1ccc(F)cc1	-14	-1	45	-2.9	11	17	5	9	-8
NC(=O)N/N=C/c1c(O)ccc2oc3c(c12)CCCC3	5	11	-17	0.0	0	1	-6	-5	-17
Cc1noc(COc2ccccc2OCc2onc(C)c2Cl)c1Cl	-16	3	4	-0.8	-3	7	-13	-3	-15
Cc1ccc(S(=O)(=O)c2nc(-c3ccco3)oc2N2CCC(C)CC2)cc1	3	9	-18	-0.6	4	-2	-4	1	3
CCC(C(=O)NC1CCCC1)N(C(=O)Cn1nnc(-c2ccc(C)o2)n1)c1ccc(OC)c(OC)c1 (stereo not drawn)	-8	-4	-4	-2.6	9	2	-4	3	-1
CC1CN(C(=O)CCC(=O)NCc2ccccc2)c2ccccc2S1 (stereo not drawn)	-5	-8	-14	6.1	5	0	0	3	10
C=CCNc1oc(COc2ccc(C)cc2)nc1C#N	-11	7	1	-7.4	-2	-1	-5	19	-1
O=C(c1ccncc1)N(c1ccc2oc3c(c2c1)CCCC3)S(=O)(=O)c1cccc([N+](=O)[O-])c1	3	5	-5	2.2	-6	13	-1	-3	23
CN(C)c1ccc(NC(=O)c2ccc(Cn3cc([N+](=O)[O-])cn3)cc2)cc1	-7	-5	17	4.6	7	21	4	-5	11
CCOC(=O)c1c(NC(=O)Cn2nc(C(F)(F)F)cc2C)sc2c1CCC2	3	7	-18	0.1	-8	3	-4	23	19
CCC1C(=O)NCCN1C(=O)c1ccc(OC)c(OC2CCN(C(C)=O)CC2)c1 (stereo not drawn)	1	-3	-10	-1.8	1	3	0	7	2
CCS(=O)(=O)CCSc1nc2c(cc1C#N)CCCC2	1	0	-5	-1.0	-7	3	1	9	0
CCOc1ccc(C(=O)Nc2ccccc2-c2ccccc2)cc1Cl	-11	2	14	-1.0	0	13	-4	6	6
COc1c(Cl)cc(Cl)cc1CNCCO	7	9	-6	-2.7	-2	1	-2	12	-12
O=C1C2C3C=CC(CC3)C2C(=O)N1c1ccc(Br)cc1 (stereo not drawn)	2	6	-26	2.5	-7	8	1	0	9
COc1ccccc1C(C)NC(=O)Cc1ccsc1 (stereo not drawn)	4	-1	-18	-1.8	1	0	-3	5	13

Grouped by structure: the compounds so far containing a CF3 group (two)
SMILES	CHRM5 PAM	CHRM4 PAM	TAAR1 antagonist	CRFBP-R2 agonist	M5 antag	TAAR1 ag	M5 ag	CRFR2-BP antag	CHO-K1 Ca PAM
O=C(CC(C(=O)O)C1CCCO1)Nc1cccc(C(F)(F)F)c1 (stereo not drawn)	-3	4	-17	3.1	7	3	-1	-15	-1
CCOC(=O)c1c(NC(=O)Cn2nc(C(F)(F)F)cc2C)sc2c1CCC2	3	7	-18	0.1	-8	3	-4	23	19

(continued)
SMILES	CHRM5 PAM	CHRM4 PAM	TAAR1 antagonist	CRFBP-R2 agonist	M5 antag	TAAR1 ag	M5 ag	CRFR2-BP antag	CHO-K1 Ca PAM
COc1ccccc1NC(=O)/C(=C\c1cccs1)NC(=O)c1ccco1	2	0	-7	-5.9	-3	3	-1	9	3
CN(Cc1ccccc1)C(=O)c1ccc(NC(=O)Cc2ccc(NC(=O)C3CCN(C(=O)CCc4ccccc4)CC3)cc2)cc1	2	-1	-5	5.6	-8	2	-1	-16	0
CC1CCC(NC(=O)C(=O)Nc2ccc3c(c2)OCO3)CC1 (stereo not drawn)	0	10	9	1.1	-12	0	-1	-12	0
COc1ccc(-c2csc(C3=C(O)CN(Cc4ccc(Cl)cc4)C3=N)n2)cc1OC	-8	-5	46	-0.2	12	8	-1	4	22
Cn1nc(-c2ccccc2)c2cc([N+](=O)[O-])ccc21	4	-1	1	0.6	17	3	-7	-2	15
CCCNC(=O)c1nnsc1Sc1ccc(Cl)cc1	-5	-5	0	1.3	-3	7	-6	-18	18
CSc1nnc(Cc2cc(=O)[nH]c(=O)[nH]2)n1-c1cc(C)ccc1C	9	4	2	1.1	9	9	-6	13	8
Cc1cc(=O)oc2cc(NC(=O)C3COc4ccccc4O3)ccc12 (stereo not drawn)	-4	1	0	2.2	-3	8	0	-31	5
Cc1ccccc1CC1(CO)CCCN(Cc2cn[nH]c2-c2ccccc2)C1 (stereo not drawn)	-1	-6	-21	0.2	12	1	0	8	18
O=C1C=C(c2cccc(CO)c2)C[C@@H](c2ccc(Cl)cc2)C1	-5	1	45	2.5	13	5	-3	-1	18
O=C(c1cccc(Cl)c1)N1CCC(N2CCC(C(=O)N3CCCC3)CC2)CC1	0	-12	-13	0.9	-2	3	-5	-15	6
OCCN1CCSC1=S	0	8	-10	-4.4	7	2	-2	2	4
Cc1cc(C)c2c(NC(=S)NC(=O)c3ccccc3)n[nH]c2n1	5	-3	-11	1.4	6	5	2	-20	-12

High-throughput results from PubChem BioAssay.
